Screening data from PubChem BioAssay.
mABHD4 FP: ABHD4 inhibitors, primary screen, biochemical, fluorescence polarization, mouse; purified mABHD4, FP-Rh probe fluorescence polarization; (Lyso)-N-acylphosphatidylethanolamine lipase (Mus musculus), Q8VD66; inhibition, % at 8.92 µM; hit rate 0.54% among 370,000;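 active = inhibition exceeding the mean over every tested compound plus 3 SD, cut at about 30% in these data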;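 note: 0% = plate median of compound wells and 100% = S159A mutant with DMSO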
Target sequence (Q8VD66 whole entry, looked up): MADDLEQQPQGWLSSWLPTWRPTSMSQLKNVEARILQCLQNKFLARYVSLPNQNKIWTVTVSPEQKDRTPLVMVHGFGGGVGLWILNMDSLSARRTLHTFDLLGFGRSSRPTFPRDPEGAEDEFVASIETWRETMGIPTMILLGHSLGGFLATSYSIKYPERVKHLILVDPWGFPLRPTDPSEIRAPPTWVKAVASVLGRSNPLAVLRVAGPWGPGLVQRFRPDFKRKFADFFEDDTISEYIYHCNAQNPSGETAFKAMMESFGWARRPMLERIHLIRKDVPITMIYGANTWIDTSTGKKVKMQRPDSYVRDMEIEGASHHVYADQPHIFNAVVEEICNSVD
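Assay system: wild-type mouse ABHD4 protein; compound: single nominal dose of 8.92 µM, 0.89% DMSO final; schedule: 45 min + 60 min at 25 °C; measured by: FP readout, ex 525 nm / em 598 nm; evaluation: % inhibition of FP-Rh probe binding versus controls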
TCR CD3 inh: inhibitors of human TCR-CD3 interaction, primary screen, biochemical, fluorescence, TAMRA-labeled TCR probe; T-cell receptor (TCR); inhibition, % at 9.4 µM; hit rate 0.37% among 360,000; AID 651800, 2012; in the data active = inhibition above about 19%;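 note: recombinant mutant TCR 2C K166C tagged with TAMRA read by polarization; 0% = receptor in buffer alone and 100% = receptor with positive control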
PRMT1 inh: PRMT1 methyltransferase inhibitors, primary screen, biochemical, fluorescence polarization; Protein arginine N-methyltransferase 1 (Homo sapiens), Q99873; recombinant PRMT1, activity-based probe fluorescence polarization; inhibition, % at 2.79 µM; hit rate 1.3% among 370,000; AID 652257, 2013;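 active = inhibition above about 21% made by adding two undisclosed values, limit read from the data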
rCAG binder: binders of r(CAG) RNA repeats, primary screen, biochemical, fluorescence; hit rate 1.3% among 370,000; r(CAG) RNA repeat, TO-PRO-1 dye displacement fluorescence; inhibition, % at 3 µM;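 active = inhibition above the plate cutoff, the mean of all test compounds on that plate plus 3 SD, cut at about 35% in these data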;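 note: 0% = DMSO alone and 100% = 100 µM mitoxantrone as full dye displacement; higher means more dye released from RNA so lower well fluorescence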
NPR1 activator: GC-A stimulated cGMP production enhancers – HEK293 GC-A cells, cGMP TR-FRET, EC30 ANP, primary screen; Atrial natriuretic peptide receptor 1 (Homo sapiens), P16066; 0% at EC30 ANP, 100% saturating ANP; activation, % at 10 µM; hit rate 0.14% among 370,000; AID 1671463, 2021; in the data active = activation above about 40%
MBD2 inh: inhibitors of MBD2 binding to methylated DNA, primary screen, biochemical, TR-FRET, DNA-binding domain, human; Methyl-CpG-binding domain protein 2 (Homo sapiens), Q9UBB5; MBD2 binding to methylated oligonucleotide; inhibition, % at 4.4 µM; hit rate 0.31% among 370,000; AID 686964, 2013; in the data active = inhibition above about 13%
UHRF1 MBD2 ctr: UHRF1 methylated DNA binding inhibitors, primary screen, counter-screen for MBD2 inhibitor project, biochemical, TR-FRET, human UHRF1, single concentration; E3 ubiquitin-protein ligase UHRF1 (Homo sapiens), Q96T88; UHRF1 binding to methylated oligo; inhibition, % at 4.4 µM; hit rate 0.75% among 370,000; in the data active = inhibition above about 21%;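 note: UHRF1 SRA domain binding a hemimethylated CpG hairpin DNA probe; 0% = median of test compound wells and 100% = reference inhibitor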
SIAE primary: human SIAE inhibitors, primary screen, biochemical, fluorescence polarization, FP-Rh probe, 1536-well HTS. Sialate O-acetylesterase (Homo sapiens), Q9HAT2. SIAE FP-Rh probe binding. inhibition, % at 9.66 µM. hit rate 0.69% among 370,000. AID 1053197, 2014;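 active = inhibition above a cutoff: mean of compounds within the control limits plus 3 SD of those, cut at about 17% in these data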;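 note: 0% = plate median of compound wells and 100% = probe without SIAE protein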
Target sequence (Q9HAT2 whole entry, looked up): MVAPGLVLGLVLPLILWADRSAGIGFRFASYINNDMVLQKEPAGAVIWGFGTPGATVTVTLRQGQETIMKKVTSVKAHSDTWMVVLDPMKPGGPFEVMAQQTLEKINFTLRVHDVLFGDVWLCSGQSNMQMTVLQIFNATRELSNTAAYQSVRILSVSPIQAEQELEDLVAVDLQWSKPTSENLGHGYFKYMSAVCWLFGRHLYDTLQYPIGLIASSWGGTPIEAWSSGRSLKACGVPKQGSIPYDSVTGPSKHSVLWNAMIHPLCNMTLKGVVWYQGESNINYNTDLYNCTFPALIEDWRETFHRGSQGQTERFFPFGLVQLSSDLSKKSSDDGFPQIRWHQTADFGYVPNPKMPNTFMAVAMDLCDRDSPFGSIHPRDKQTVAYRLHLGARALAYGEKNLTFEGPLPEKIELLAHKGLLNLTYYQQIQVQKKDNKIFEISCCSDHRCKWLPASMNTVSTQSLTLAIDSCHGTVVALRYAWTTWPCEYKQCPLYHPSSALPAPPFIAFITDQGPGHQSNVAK
HTRA1 inhibitor: HTRA1 serine protease inhibitors, primary screen, biochemical, fluorescence polarization, HTS; inhibition, % at 5.96 µM; recombinant HTRA1, FP-rhodamine activity-based probe; hit rate 0.5% among 340,000; Q92743; in the data active = inhibition above about 36%;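 note: 0% = enzyme with DMSO and 100% = wells lacking enzyme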
GC-B act: human GC-B receptor activators, primary screen, HEK293 GC-B cells, cGMP TR-FRET, EC30 CNP; Atrial natriuretic peptide receptor 2 (Homo sapiens), P20594; activation, % at 10 µM; 0% at EC30 CNP, 100% saturating CNP; AID 1920062, 2024; hit rate 0.11% among 370,000;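 active = activation at 10 µM reaching about 35% in either raw or pattern-adjusted values, limit read from the data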
Numbers without * were called inactive; · = no result given.

SMILES	mABHD4 FP	TCR CD3 inh	PRMT1 inh	rCAG binder	NPR1 activator	MBD2 inh	UHRF1 MBD2 ctr	SIAE primary	HTRA1 inhibitor	GC-B act
Cc1cc(CNC(=O)Cn2nc(C)c([N+](=O)[O-])c2C)c2ccccc2n1	0	12	2	5	-2	-7	-2	-1	-5	1
COc1cc(CC(=O)Nc2nc(C)cs2)cc(OC)c1OC	-2	-1	-2	-1	-1	2	0	2	3	3
COCCCN1C(=O)c2ccc(C(=O)Nc3ccc(OC)cc3OC)cc2C1=O	1	8	5	-2	-1	-2	-3	5	-2	-2
O=C(CCCn1c(SCC(=O)c2ccc(F)cc2)nc2ccccc2c1=O)NCc1ccccc1	-5	3	0	4	-1	5	1	-3	-7	-6
O=C(CCc1c[nH]c2ccccc12)NCc1ccncc1	1	4	0	2	4	-5	0	3	-5	1
CCOC(=O)c1cnn(-c2nc(-c3ccccc3)nc3c2COC(C)(C)C3)c1N	0	-11	3	-4	0	-3	1	-3	6	-8
COc1ccc(CNC(=O)COC(=O)c2ccc(C)c(S(=O)(=O)N3CCOCC3)c2)cc1	-4	0	-2	-2	0	-2	-4	1	5	5
CC1(C)CC(N2CCCC2)=CC(=[N+]2CCCCCC2)C1	4	0	0	4	-2	4	15	8	5	4
O=C(NN1C(=O)C2C3C=CC(C4CC34)C2C1=O)c1cccc(Cl)c1 (centres undefined)	10	-3	-1	2	-2	-8	-4	9	2	4
CSc1cccc(NS(=O)(=O)c2ccc3c(c2)CCN3C(C)=O)c1	-11	7	-2	6	-3	1	1	-4	0	5
CNC(=S)Nc1ccc2nc(C)oc2c1	4	2	4	1	-4	0	3	2	0	4
COC(CN(C)C(=O)C1CCC(CNS(=O)(=O)c2ccc(C)cc2)CC1)OC (centres undefined)	4	-4	-2	-5	4	-1	-1	-10	1	-3
CCN(Cc1cc2ccccc2[nH]c1=O)S(=O)(=O)c1ccccc1	2	-2	-3	-3	0	0	0	4	4	2
CCCCC[C@@H]1[C@@H]2C(=C(OCC)C[C@@H]3C(=O)N(c4ccccc4)C(=O)[C@H]23)[C@H](c2ccccc2)N1S(=O)(=O)c1ccc(C)cc1	-7	1	11	9	0	2	2	1	·	0
COc1ccccc1OCc1ccc(C(=O)OCC2CCCO2)o1 (centres undefined)	0	5	-1	1	6	-1	2	-5	3	7
O=C(Nc1ccccc1)[C@@H]1[C@@H]2C(=O)N(c3ccc(F)cc3)C(=O)[C@@H]2[C@H]2C=CC=NN21	-2	-1	4	12	3	0	-3	-5	-8	-4
Cc1[nH]ccc(=O)c1OC1OC(CO)C(O)C(O)C1O (centres undefined)	5	-2	-3	-1	3	3	4	3	-4	1
CC(C)C[C@H]1CN(CCCC[C@@H]2CNC(=O)C(=O)N2CCc2ccccc2)C(=O)C(=O)N1CCC1CCCCC1	8	-1	2	1	3	5	3	-1	·	2
COc1ccc(/C=C(\NC(=O)c2ccccc2)C(=O)NCCN2CCOCC2)cc1OC	-6	-12	-6	-2	0	-3	4	5	-3	3
CCn1cc(C(=O)N2CCN(c3ccccc3F)CC2)c(=O)c2ccc(C)nc21	0	-1	1	-2	0	-3	0	0	1	4
COc1ccc(OC)c(-n2c(=S)[nH]c3c(sc(=S)n3-c3ccccc3C)c2=O)c1	8	5	48*	6	0	4	-1	3	3	6
CCSC1=N/C(=C\c2ccccc2)C(=O)N1c1ccc(OC)cc1	-7	-3	8	-1	-6	1	7	-4	-6	10
CCOc1cc(N2CCOCC2)c(OCC)cc1NC(=O)COC(=O)CCOc1cc(C)ccc1C	3	6	-2	-28	8	3	-4	9	-6	13
CCOc1ccc(-n2c(N)c(-c3nc4ccccc4n3C)c3nc4ccccc4nc32)cc1	-4	0	-2	1	7	-6	-1	5	3	2
COc1cc(C(=O)c2nccc3cc(OC)c(OC)cc23)c([N+](=O)[O-])cc1OC	-6	3	-3	-3	14	-2	28*	1	2	-3
CCCCSC(=S)NC1CCS(=O)(=O)C1 (centres undefined)	3	-11	-2	-2	1	-3	-5	4	-1	3
O=C(N1CCCCC1)N1CCN(c2ccc(Cl)cc2)CC1	0	-2	1	-6	0	0	1	-3	1	1
CN1CC(=O)N(CC(=O)Nc2ccc3c(c2)CCC3)C1=O	3	-5	4	0	-3	-2	1	-1	1	2
O=C(Nc1ccncc1)C1CC(=O)N(c2ccc(F)cc2)C1 (centres undefined)	8	6	3	0	2	1	-1	4	8	0
COc1ccc(C2CC(=O)C(c3ccc4ccccc4c3)=CN2Cc2ccccc2)cc1 (centres undefined)	-7	0	-2	7	-4	-1	3	-3	·	10
Cc1ccc(N2C(=O)NC(NC(=O)c3ccc(Cl)cc3)(C(F)(F)F)C2=O)cc1 (centres undefined)	-3	-2	-1	2	-1	2	4	-9	-14	4
C=CCNc1nc(C(=O)OCC(=O)c2ccc(Cl)cc2)cs1	6	2	8	11	6	8	16	0	-25	6
Cn1c(CC(=O)Nc2ccc(Cl)c(Cl)c2)nnc1SCC(=O)N1CCN(c2ccccc2)CC1	0	1	1	-2	-3	-2	2	0	-6	-11
CC1CC1C(=O)OCC(=O)NNC(=O)c1ccc([N+](=O)[O-])cc1 (centres undefined)	6	1	3	1	2	4	-2	4	6	-1
COc1ccc(C(=O)Nc2ccc(Cl)cc2C(=O)N2CCOCC2)cc1	5	2	-2	-5	2	1	-1	13	6	0
Cc1ccc(S(=O)(=O)CCC(=O)N(C)C2CCCCC2)cc1	-5	14	-3	-8	2	-4	1	-7	6	-1
Cc1ccccc1Cn1cc(COC(=O)NCCc2ccccc2)nn1	5	·	-2	0	1	0	-1	-3	·	1
COc1ccc(C(=O)CSc2nc3ccccc3n2CC(=O)c2ccccc2)cc1	16	1	-2	-2	3	1	-1	-8	-35	4
COCCN(C(=O)C(C)C)c1nnc(-c2cccc(C)c2)s1	-4	-4	-2	-8	0	7	6	-3	-4	-2
COc1ccc(OC)c(C(C)NC(=O)c2ccco2)c1 (centres undefined)	-4	-5	2	2	1	-8	1	5	0	0
COc1cc(C(=O)NCCCOC(C)C)ccc1OC1CCN(C(C)=O)CC1	0	1	4	-1	0	0	3	4	10	0
CCN(C[C@H]1N[C@@](Cc2ccccc2)(C(=O)OC)[C@H]2C(=O)N(Cc3ccccc3)C(=O)[C@@H]12)C(=O)NC(C)C	-4	3	-3	4	0	-1	-1	-1	2	2
COc1ccc(CC(=O)NCc2ccc3c(c2)cc(C)n3C)cc1	6	1	-1	0	4	2	8	10	2	6
COc1cccc(OC)c1C(=O)Nc1ccc(CN2CCCCC2)cc1	-8	-1	3	2	0	6	1	-6	-1	6
COc1ccc(OC)c(NC(=O)CCc2nnc3ccc(N4CCC(C)CC4)nn23)c1	0	0	2	0	-9	-2	4	6	-2	-6
Cc1ccc(/C=C2\NC(=S)NC2=O)cc1[N+](=O)[O-]	4	8	-5	0	-2	-4	-3	-7	7	-2
CCOc1ccc(Cn2c(=O)sc3ccccc32)cc1OC	-5	-1	-4	-2	3	2	0	-2	-7	2
CCc1cc2cccc(C)c2nc1SCC(=O)Nc1cc(C)on1	-6	0	-3	-2	1	2	9	8	-7	3
COc1ccccc1CCC(=O)N(C)C1CCCN(Cc2ccccc2F)C1 (centres undefined)	-6	1	-8	-13	-4	-4	-1	1	-3	-3
CS(=O)(=O)N(CC(N)=O)c1cccc(Br)c1	5	-3	-5	5	-1	-2	2	4	-4	-1
CN(C(=O)COC(=O)c1ccc(Cl)s1)C1(C#N)CCCCC1	0	-2	-2	-13	2	-5	-2	0	-9	4
CCc1ccccc1NC(=S)N(CCN(C)C)C(C)c1ccccn1 (centres undefined)	3	1	-5	-1	-1	-5	-1	-1	-6	6
CC(=O)ON1C(C)(C)Cc2noc(N)c2C1(C)C	5	-2	-4	1	-1	6	-2	2	1	2
COc1ccc(C(CNC(=O)c2cccc(S(=O)(=O)Nc3ccc(Br)cc3)c2)N(C)C)cc1 (centres undefined)	2	-3	0	14	-7	-3	-1	-9	-11	-5
C=CCOc1ccc2nnc(C)n2n1	3	-6	2	-2	1	1	0	2	3	2
O=C(Nc1ccc2oc(-c3cccnc3)nc2c1)c1ccc(Br)o1	1	8	12	5	2	-1	-4	-22	6	8
CCCN1CCN(C(=O)CCNC(=O)Cn2cnc3ccccc3c2=O)CC1	6	-1	-4	-3	3	2	-1	0	-1	0
CCCCNC(=O)NS(=O)(=O)c1ccc(C)cc1	-7	-8	-6	3	0	3	5	-2	-6	1
CC(=O)C1=C(O)CC(C)(C)CC1=NCCc1nc2ccccc2[nH]1	6	-3	3	-5	0	3	0	2	1	0
COC(=O)c1ccccc1NC(=O)C(C)n1nc(C)c2c(C)n(-c3ccccc3)nc2c1=O (centres undefined)	-1	5	3	-1	-3	-1	2	0	-15	1

(list continues)
SMILES	mABHD4 FP	TCR CD3 inh	PRMT1 inh	rCAG binder	NPR1 activator	MBD2 inh	UHRF1 MBD2 ctr	SIAE primary	HTRA1 inhibitor	GC-B act
Cc1cccc(NC(=O)Cn2cccc2)c1	4	7	2	-3	-3	2	-1	-2	1	-3
O=C1CC(Sc2ccc(Cl)cc2)C(=O)N1c1ccc2c(c1)OCCO2 (centres undefined)	-4	-1	55*	1	3	-6	-2	-53	-9	-4
CC(=O)N/C(=C\c1cccc([N+](=O)[O-])c1)C(=O)NC(C)C	3	-4	3	1	2	-2	4	-7	2	-2
Cc1nnc(SCC(=O)c2cc(C)n(-c3ccc4c(c3)OCO4)c2C)s1	9	-1	11	11	0	-4	5	7	1	-3
COc1cc(C)nc(Oc2ccc(/C=N/O)cc2)n1	1	2	-2	1	7	-7	-2	-6	1	4
CCCCNC(=O)Nc1c(C(=O)OC)[nH]c2ccc(C)cc12	-2	3	-2	-1	-4	-1	3	-1	2	-9
CCOc1cc(C(=O)Nc2cc(OC)cc(OC)c2)ccc1OCC(=O)N1CCOCC1	3	-1	4	2	-3	-7	3	-8	8	-3
C[C@H](CO)N1C[C@H](C)[C@H](CN(C)Cc2ccncc2)Oc2ncc(C#CC3CC3)cc2C1=O	1	2	0	1	0	3	7	-6	3	0
CCOc1ccc(S(=O)(=O)Nc2cc(C)ccn2)c2ccccc12	-3	3	0	2	1	-6	2	1	-6	-5
Nc1nc(N)nc(-c2ccccn2)n1	-1	6	0	0	1	3	2	-5	6	-1

Some of the entries so far, as labelled records:
> Nc1nc(N)nc(-c2ccccn2)n1
  mABHD4 FP: -1; TCR CD3 inh: 6; PRMT1 inh: 0; rCAG binder: 0; NPR1 activator: 1; MBD2 inh: 3; UHRF1 MBD2 ctr: 2; SIAE primary: -5; HTRA1 inhibitor: 6; GC-B act: -1

> C[C@H](CO)N1C[C@H](C)[C@H](CN(C)Cc2ccncc2)Oc2ncc(C#CC3CC3)cc2C1=O
  mABHD4 FP: 1; TCR CD3 inh: 2; PRMT1 inh: 0; rCAG binder: 1; NPR1 activator: 0; MBD2 inh: 3; UHRF1 MBD2 ctr: 7; SIAE primary: -6; HTRA1 inhibitor: 3; GC-B act: 0

An excerpt; count on the stated rates, not on these rows.
